# Bioassay records from PubChem.
# All columns: NCI-60 one-dose screen, growth in % after 48 h at 10 µM unless noted; 100 = growth as untreated, 0 = no growth, -100 = all killed.
# MDA-MB-468 = MDA-MB-468 breast cancer; hit rate 8.5% among 78,000
# K-562 = K-562 leukemia. hit rate 7.4% among 78,000. AID 1794777
# MCF7 = MCF7 breast cancer | hit rate 6.3% among 82,000
# SR = SR leukemia cells; hit rate 8.7% among 73,000
# MOLT-4 = MOLT-4 leukemia cells. hit rate 6.9% among 80,000
# RPMI-8226 = RPMI-8226 leukemia cells | hit rate 7.5% among 77,000
# MDA-MB-435 = MDA-MB-435 melanoma | hit rate 7.8% among 82,000 | AID 1794794
# MDA-MB-231 = MDA-MB-231 breast cancer; hit rate 5% among 81,000
# Numbers without * were called inactive; · = not tested or not shown. Rule for the calls: active = growth percent below 10; inactive = the rest. Outcome played no part in choosing rows. Share with any hit: about 15%.
nr	Structure	MDA-MB-468	K-562	MCF7	SR	MOLT-4	RPMI-8226	MDA-MB-435	MDA-MB-231
1	CN(C)c1ccc(/C=C/c2nc(=O)c3ccccc3o2)cc1	94	78	97	94	92	99	95	71
2	CCOC(=O)C1=C(C)N=C2SC=C(c3ccc(F)cc3)N2[C@H]1c1cn[nH]c1-c1ccc(Cl)cc1	67	83	47	62	54	49	91	70
3	O=C(NNc1nc2cc(Br)ccc2n2cccc12)c1cnccn1	·	36	37	29	27	60	68	62
4	Clc1ccc(/C=N/Nc2nnc(-c3ccncc3)o2)cc1	106	105	93	91	105	93	96	95
5	O=C(O)c1cocc1C(=O)O	95	101	101	107	103	99	109	110
6	Cc1ccc(C2=CSc3ccccc3N2)c(C)c1	104	98	94	·	95	108	103	97
7	Cc1cc(S(=O)(=O)Nc2nn(C)c(=O)[nH]2)c(SCc2ccccc2)cc1Cl	·	86	119	94	99	64	97	89
8	COc1ccc(C(=O)CSc2nccc(Nc3ccc(N4CCOCC4)cc3)n2)cc1	87	79	83	113	66	55	97	88
9	CN1C=CC(=CC=C2C=CC(=O)C=C2)C=C1	·	122	103	·	·	·	114	109
10	NC(=O)c1ccc(NC(=O)c2cc(Br)c(Br)[nH]2)c(OC2CCNCC2)c1	108	99	96	97	100	98	105	97
11	COc1ccc(/C=N/N=C(/C)c2nnn(-c3ccc(Cl)cc3)c2C)cc1	96	113	90	114	100	105	102	99
12	CC1=NNC(=O)/C1=C\c1cc(=O)oc2cc(C)ccc12	99	103	94	105	99	93	104	102
13	CC(=O)C(=Cc1ccc(Br)cc1)C(C)=O	82	·	82	·	·	102	95	94
14	COC(=O)CCC/C=C\C[C@H]1C=CC(=O)/C1=C/C[C@@H](O)C/C=C\CC(F)(F)F	-6.3*	6.7*	4.7*	4.0*	2.7*	-12*	4.2*	8.3*
15	NC(c1ccccc1)c1ccccc1	100	93	90	86	·	93	100	91
16	O=C1Nc2ccccc2C2c3[nH]c4ccccc4c3CCN12 (stereo not given)	93	88	80	86	94	87	103	81
17	Cc1cccc(N2C(=O)CSC2=S)c1	97	·	96	·	·	99	110	114
18	CC1(C)Oc2cc3oc(=O)ccc3cc2C[C@@H]1OCCn1ccnc1	100	100	93	117	101	101	108	103
19	C=CCn1c(C)nc2ccc(Nc3nc(N4CCN(C)CC4)nc4ccccc34)cc21	91	62	86	·	57	71	97	77
20	COc1ccc(/C=C(\c2cc(OC)c(OC)c(OC)c2)c2nnc(-c3ccc(F)cc3Cl)o2)cc1	92	79	85	68	69	74	76	92

# Arranged by formula weight (highest first): part of the list above.
nr	Structure	MDA-MB-468	K-562	MCF7	SR	MOLT-4	RPMI-8226	MDA-MB-435	MDA-MB-231
20	COc1ccc(/C=C(\c2cc(OC)c(OC)c(OC)c2)c2nnc(-c3ccc(F)cc3Cl)o2)cc1	92	79	85	68	69	74	76	92
2	CCOC(=O)C1=C(C)N=C2SC=C(c3ccc(F)cc3)N2[C@H]1c1cn[nH]c1-c1ccc(Cl)cc1	67	83	47	62	54	49	91	70
8	COc1ccc(C(=O)CSc2nccc(Nc3ccc(N4CCOCC4)cc3)n2)cc1	87	79	83	113	66	55	97	88
7	Cc1cc(S(=O)(=O)Nc2nn(C)c(=O)[nH]2)c(SCc2ccccc2)cc1Cl	·	86	119	94	99	64	97	89
14	COC(=O)CCC/C=C\C[C@H]1C=CC(=O)/C1=C/C[C@@H](O)C/C=C\CC(F)(F)F	-6.3*	6.7*	4.7*	4.0*	2.7*	-12*	4.2*	8.3*
11	COc1ccc(/C=N/N=C(/C)c2nnn(-c3ccc(Cl)cc3)c2C)cc1	96	113	90	114	100	105	102	99
18	CC1(C)Oc2cc3oc(=O)ccc3cc2C[C@@H]1OCCn1ccnc1	100	100	93	117	101	101	108	103
4	Clc1ccc(/C=N/Nc2nnc(-c3ccncc3)o2)cc1	106	105	93	91	105	93	96	95
12	CC1=NNC(=O)/C1=C\c1cc(=O)oc2cc(C)ccc12	99	103	94	105	99	93	104	102
13	CC(=O)C(=Cc1ccc(Br)cc1)C(C)=O	82	·	82	·	·	102	95	94
6	Cc1ccc(C2=CSc3ccccc3N2)c(C)c1	104	98	94	·	95	108	103	97
17	Cc1cccc(N2C(=O)CSC2=S)c1	97	·	96	·	·	99	110	114
9	CN1C=CC(=CC=C2C=CC(=O)C=C2)C=C1	·	122	103	·	·	·	114	109
5	O=C(O)c1cocc1C(=O)O	95	101	101	107	103	99	109	110

# (more compounds)
nr	Structure	MDA-MB-468	K-562	MCF7	SR	MOLT-4	RPMI-8226	MDA-MB-435	MDA-MB-231
21	CN(C)c1ccc(NC(=O)c2cc3ccccc3cc2O)cc1	113	88	85	77	69	65	100	82
22	Cn1c(=O)[nH]c(=O)c2nc(/C=C/c3ccccc3)c(=O)[nH]c21	110	104	94	108	105	112	104	96
23	O=C1CC(C(=O)NCc2ccc(Cl)cc2Cl)CN1 (stereo not given)	94	85	89	98	84	103	100	100
24	CC1(C)C(C=C(Cl)Cl)C1c1nc(C#N)c(NCCN2CCOCC2)o1 (stereo not given)	92	89	87	100	92	100	96	106
25	N#C/C(=C\c1cn[nH]c1-c1ccccc1)C(=O)Nc1sc2c(c1C#N)CCCC2	104	100	93	82	100	91	102	99
26	COc1cc(CNC(=O)/C=C/c2ccccc2)ccc1OCc1cn(-c2ccc(Cl)c(Cl)c2)nn1	37	49	75	77	76	71	86	75
27	O=c1c2ccccc2nc2c3[nH]c4c(Cl)c(Cl)ccc4c3ccn12	·	85	59	42	79	53	79	88
28	CCOC(CSCc1ccccc1)OCC	98	106	103	95	101	94	97	103
29	COC(=O)c1ccc2ccccc2c1	97	39	90	86	59	·	109	·
30	COc1nc(/C=C\Nc2ccc3c(c2)OCCOCCOCCOCCO3)nc(OC)n1	108	101	93	119	107	94	95	91

# Compound profiles (already shown). Order of values: MDA-MB-468 | K-562 | MCF7 | SR | MOLT-4 | RPMI-8226 | MDA-MB-435 | MDA-MB-231
# CCOC(CSCc1ccccc1)OCC in the list: 98 | 106 | 103 | 95 | 101 | 94 | 97 | 103
# CC1(C)C(C=C(Cl)Cl)C1c1nc(C#N)c(NCCN2CCOCC2)o1 (stereo not given) in the list: 92 | 89 | 87 | 100 | 92 | 100 | 96 | 106

# Continued:
nr	Structure	MDA-MB-468	K-562	MCF7	SR	MOLT-4	RPMI-8226	MDA-MB-435	MDA-MB-231
31	COc1cc(C2=Nc3c(N)ncnc3NC(c3cccc(Nc4ccnc5cc(Cl)ccc45)c3)C2)cc(OC)c1OC (stereo not given)	98	69	75	69	76	64	88	87
32	Cc1ccc(-c2nc(Nc3ccc(S(N)(=O)=O)cc3)c3ccccc3n2)cc1	44	6.4*	27	15	11	29	57	23
33	CCOC(=O)Cn1c(O)c(N=Nc2ccc(S(N)(=O)=O)cc2)c2cc(Cl)ccc21	105	85	91	90	79	88	96	79
34	O=C1CSC(=S)N1/N=C/c1ccc(OCc2ccccc2)cc1	50	91	104	101	99	101	105	101
35	O=C(O)C1C=CC(C(=O)O)c2ccccc21 (stereo not given)	96	63	101	86	77	111	93	96
36	COc1ccc2oc(=O)cc(C3NNC(=S)N3)c2c1 (stereo not given)	111	102	93	92	103	86	101	96
37	CN(CCO)Cc1ccc(Cl)cc1	121	·	104	90	96	97	109	105
38	COc1cc(C2C(C#N)=C(N)Oc3cc(N)ccc32)cc(Br)c1OC (stereo not given)	71	85	96	90	91	105	74	107
39	Fc1ccc2[nH]c3nc(=S)[nH]nc3c2c1	·	105	101	111	98	102	96	·
40	Clc1ccc2c(NCCNc3nc(N4CCCCC4)nc4ccccc34)ccnc2c1	-32*	·	15	-29*	7.7*	-42*	-66*	-85*
41	c1ccc2[nH]c(-c3ccc(Nc4nc(N5CCOCC5)nc5[nH]ncc45)cc3)nc2c1	99	·	82	65	64	65	98	82
42	OC(CN1CCCC2CCCCC21)c1cc2ccccc2c2ccccc12 (stereo not given)	-24*	-14*	7.2*	-36*	-1.9*	16	32	-11*
43	COc1cc2oc(-c3ccc(NC(=O)c4ccc5c(c4)OCO5)cc3)cc(=O)c2c(OC)c1OC	98	84	98	87	85	95	102	91
44	Cc1[nH]ncc1[N+](=O)[O-]	94	126	96	108	113	93	102	·
45	CN1C([C@@H]2C[C@@H]3C(=O)N(c4ccccc4)C(=O)[C@@H]3c3ccoc32)=CC2C=CC=CC21 (stereo not given in full)	100	101	97	110	94	97	102	95
46	Cc1ccc(S(=O)(=O)NCCNc2nccc(-c3c(-c4cccc(F)c4)nc4occn34)n2)cc1	66	62	46	56	53	68	58	86
47	CNC(=O)c1ccc([N+](=O)[O-])cc1	87	119	101	109	107	106	110	99
48	COc1ccc(/C=C/C=C\C(=O)c2ccc(-n3ccnc3)cc2)cc1	92	66	79	82	75	71	93	94
49	COc1ccc(/C=C2\Oc3cc(OCCN4CCC(Cc5ccccc5)CC4)ccc3C2=O)cc1OC	31	7.4*	49	-1.0*	47	·	77	53
50	C(=N\Nc1nc(-c2ccccc2)cs1)/c1ccc2c(c1)Cc1ccccc1-2	88	92	68	86	100	95	101	104
51	Cc1ccc(C(=O)Nc2ccc(Cl)cc2C(=O)NCc2ccccc2)cc1	83	30	54	37	51	78	2.1*	96
52	CC(C)C1=C[C@@]23CC[C@@H]4[C@](C)(CCC[C@@]4(C)C(=O)OCc4cn(Cc5ccccc5)nn4)[C@H]2C[C@@H]1[C@H]1C(=O)OC(=O)[C@H]13	69	73	86	90	67	83	101	96
53	Fc1ccc(-c2cn(Cc3nc4ccccc4[nH]3)nn2)cc1	97	99	100	99	98	102	106	100
54	CCCN1C(=O)/C(=C2\SC(=N)NC2=O)c2ccccc21	82	104	69	124	98	103	96	102
55	O=C1Nc2ccc3c(c2/C1=C\c1cc2c(cc1Br)OCO2)OCO3	-12*	15	4.5*	29	36	14	-39*	24
56	CC(C)C(C(=O)O)N1C(=O)/C(=C/c2ccc3c(c2)CCCN3C)SC1=S (stereo not given)	100	102	90	115	104	97	105	88
57	O=C1CC2(CCCCC2)Oc2ncccc21	100	106	99	121	108	111	103	105
58	C=CCN1C(=O)C2CCCCC2C1=O (stereo not given)	115	110	112	·	104	108	107	115
59	CCCCCCCCCCCC[n+]1c(C)cc(N)c2ccccc21	-34*	-40*	-0.8*	·	-24*	-28*	-6.8*	-3.4*
60	COc1cccc(/C(O)=C2\C(=O)C(=O)N(CCCn3ccnc3)C2c2cc(OC)c3c(c2)OCO3)c1 (stereo not given)	98	102	100	·	99	·	·	120
61	N#C/C(=C\c1ccc(-c2ccccc2)cc1)c1ccc([N+](=O)[O-])cc1	86	85	86	79	85	95	96	113
62	CC(C)(C)NC(=O)Nc1nccnc1OCc1ccc(Cl)cc1	79	80	85	·	85	81	100	108
63	CCCCOc1ccc(/C=N/Nc2cc(C)nc3ccc(Br)cc23)cc1	32	-2.5*	-52*	-9.8*	-26*	-16*	-4.4*	49
64	Cc1[nH]c(-c2nc3ccccc3[nH]2)c(C)c1C(=O)NCC(C)C	104	105	98	101	103	·	99	88
65	O=C(O)c1ccc(NC(=O)C(Cl)Cl)cc1	97	94	95	89	80	96	·	106
66	O=C(CSc1nc2ccccc2c(=O)n1Cc1ccccc1)Nc1ccc(S(=O)(=O)Nc2ccc(Cl)nn2)cc1	99	96	87	90	100	95	109	87
67	COC(=O)c1ccc(Nc2cc(C(C)(C)C)[nH]n2)c(N)c1	105	103	100	·	99	115	116	117
68	CC1=C([Se]CC(OC(=O)[C@@H](CO)NC(=O)OC(C)(C)C)C(=O)NCCCCCC(=O)OCc2ccccc2)C(=O)c2ccccc2C1=O (stereo not given in full)	-84*	-4.5*	-45*	-4.6*	-22*	-29*	-83*	-54*
69	CCCCCCn1c(-c2ccc(-c3nc(-c4ccc5ccccc5c4)no3)cc2)nc(-c2ccccc2)c1-c1ccccc1	113	96	93	104	97	99	103	102
70	O=C(Nc1ccccc1)N1CCN(c2ccccc2)CC1	119	101	103	115	128	102	95	121
71	COc1ccc(CNNC(=O)c2cccnc2)c(OC)c1OC	112	100	98	124	107	99	104	111
72	Nc1ccc(NC(=S)Nc2ccccc2)cc1	96	85	101	114	88	85	104	127
73	O=[N+]([O-])c1cc(S(=O)(=O)c2ccc(F)c([N+](=O)[O-])c2)ccc1F	88	40	59	9.6*	23	6.4*	103	103
